DYRK1A inh: blocks rat Dyrk1A kinase activity. inhibition, % at 12.5 µM. Q63470. hit rate 0.43% among 310,000. ADP-Glo luminescence, NFATc1 peptide; in the data active = inhibition above about 50%;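 note: plate controls were vehicle with enzyme for no effect and no enzyme for full effect; many of its hits are not listed in these tables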
KCNQ1 block: blocks the human KCNQ1 potassium channel; P51787; CHO-K1 KCNQ1, FluxOR thallium flux fluorescence; hits give high values; B-score at 10 µM; hit rate 1.3% among 310,000; AID 2642;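 active = compounds whose thallium flux B-score, printed positive for inhibition, exceeds three library SD while starting fluorescence stays within three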;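 note: channel opened by potassium depolarization with thallium stimulus after 20 min compound exposure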
KCNQ1 act: human KCNQ1 channel potentiation or activation; P51787; CHO-K1 KCNQ1, thallium flux FluxOR fluorescence; hits give high values; B-score at 10 µM; hit rate 0.35% among 310,000;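 active = fluorescence ratio B-score, a plate-corrected score, at least three library SD, with initial intensity B-score within 5 SD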
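Test system: CHO-K1 cells stably expressing KCNQ1 / Medium: assay buffer / Also added: depolarizing K+/Tl+ stimulus, K2SO4 and Tl2SO4 each 12.5 mM in 5x stock / Incubation: 90 min dye loading and 20 min compound exposure, both at room temperature / Signal: thallium influx via FluxOR fluorescence, kinetic imaging / Evaluation: B score of baseline-normalized fluorescence ratio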
PolyA inh: blocks polyadenylation in yeast reporter cells. calls only at 12 µM. S. cerevisiae SKY197-pL101 polyadenylation reporter, beta-gal luminescence; efflux-impaired pdr1/pdr3 knockout yeast; score 100 = 6 SD above DMSO. hit rate 0.02% among 300,000;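 active = lowest replicate activity score at least 50, where 100 means six control SD above control mean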;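 note: yeast exposed to compound for 9 h at 30 °C; higher score means more reporter readthrough which indicates perturbed polyadenylation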
GSK3B inh: inhibitors of human GSK3beta kinase; P49841; GST-GSK3beta kinase, ADP-Glo luminescence, 60 min; hits give low values; activity score (negative = inhibition), % at 10 µM; hit rate 0.038% among 300,000;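 active = more than half of replicate wells score below -50%, meaning over 50% inhibition versus plate controls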;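 note: 0% = median DMSO wells and -100% = median GW8510 positive control wells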
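Assay system: GST-tagged human GSK3beta kinase, cell-free; Input: 1.6 ng GSK3beta; Medium: Tris/MgCl2 kinase buffer; Timing: 60 min enzyme reaction, room temperature; Signal: ADP-Glo luminescence quantifying ADP generated by kinase; Evaluation: score relative to plate controls; Benchmarks: DMSO neutral wells and GW8510 at 20 µM as positive.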
KCNK9 inh: human KCNK9 channel inhibition. Q9NPC2. HEK293 KCNK9, FluxOR thallium flux fluorescence; hits give low values. B-score at 10 µM. hit rate 1.2% among 310,000. AID 488922;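 active = ratio B-score over 3 SD below the library mean, with starting fluorescence within 5 SD of its mean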;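 note: negative B-score means less thallium flux so channel inhibition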
KCNK3 inh: human KCNK3 channel inhibition, primary screen. AID 602410. O14649. B-score at 10 µM. hit rate 0.84% among 340,000. CHO-KCNK3 thallium flux, FluxOR fluorescence; hits give low values;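 active = B-score under library mean minus 4 SD, starting fluorescence ratio at most library mean plus 5 SD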;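 note: more negative B-score means stronger inhibition of thallium flux through KCNK3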
GSK3A inh: blocks human GSK-3 alpha kinase; ADP-Glo luminescence, 60 min; inhibition, % at 10 µM; hit rate 0.1% among 320,000; AID 2650;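 in the data active = inhibition above about 50%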;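 note: GST-tagged GSK-3 alpha with peptide substrate and 25 µM ATP; 0% = DMSO neutral wells and 100% = GW8510 positive control wells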
Target sequence (P49840 whole entry, looked up): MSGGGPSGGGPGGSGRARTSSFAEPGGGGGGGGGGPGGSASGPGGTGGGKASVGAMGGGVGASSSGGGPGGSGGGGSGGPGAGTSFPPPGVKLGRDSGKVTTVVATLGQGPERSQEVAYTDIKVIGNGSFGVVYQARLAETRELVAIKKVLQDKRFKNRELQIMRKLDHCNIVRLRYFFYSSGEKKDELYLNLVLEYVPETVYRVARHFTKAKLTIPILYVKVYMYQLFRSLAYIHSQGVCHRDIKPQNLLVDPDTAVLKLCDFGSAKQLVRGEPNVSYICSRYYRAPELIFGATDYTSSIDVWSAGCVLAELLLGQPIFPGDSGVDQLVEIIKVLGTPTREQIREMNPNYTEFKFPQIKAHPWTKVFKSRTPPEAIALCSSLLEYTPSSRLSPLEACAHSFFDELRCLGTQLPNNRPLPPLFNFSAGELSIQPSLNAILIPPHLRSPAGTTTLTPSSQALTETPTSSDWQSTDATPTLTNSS
RGS4 pot: RGS4 potentiation or activation; AID 463111; hit rate 0.92% among 310,000; B-score at 10 µM; HEK293 M3R/inducible RGS4, carbachol calcium flux Fluo4; hits give low values;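 active = B-score of the integrated calcium signal more than 4 SD below the library mean, with starting fluorescence not abnormally high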;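 note: negative B-score means reduced calcium response which marks RGS4 activation or potentiation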
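Material: M3R-expressing HEK293 line, RGS4 induced by doxycycline | Schedule: Overnight RGS4 induction, 30 min dye load 37 °C, 20 min compound RT | Measured by: Fluo4 fluorescence kinetic imaging of calcium | Read-out: Integrated calcium ratio converted to B score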
HDAC3 inh: inhibitors of human histone deacetylase 3 | O15379 | recombinant HDAC3, fluorogenic peptide/trypsin coupled, fluorescence | inhibition, % at 8.3 µM | hit rate 0.15% among 320,000; in the data active = inhibition above about 26%, passing the limit was not always enough
Target sequence (O15379 whole entry, looked up): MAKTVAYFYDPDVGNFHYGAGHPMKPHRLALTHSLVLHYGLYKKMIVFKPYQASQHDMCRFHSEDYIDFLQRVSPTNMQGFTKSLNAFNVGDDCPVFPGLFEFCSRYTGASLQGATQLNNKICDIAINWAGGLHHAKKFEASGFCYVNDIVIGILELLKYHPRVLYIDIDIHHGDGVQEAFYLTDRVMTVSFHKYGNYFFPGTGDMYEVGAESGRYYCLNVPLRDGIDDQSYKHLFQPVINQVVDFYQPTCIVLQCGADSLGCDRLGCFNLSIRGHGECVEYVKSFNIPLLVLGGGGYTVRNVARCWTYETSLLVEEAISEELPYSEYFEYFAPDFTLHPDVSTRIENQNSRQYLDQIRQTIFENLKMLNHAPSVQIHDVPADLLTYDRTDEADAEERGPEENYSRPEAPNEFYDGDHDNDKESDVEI
hERG protect: compounds protecting human hERG from proarrhythmic drug block; Q12809; CHO-hERG, FluxOR thallium flux, dofetilide IC70 present; activation (rescue from dofetilide block), less the hit threshold, % at 10 µM; hit rate 0.51% among 310,000; AID 1511;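 active = activation above the mean of controls blocked by dofetilide plus 5 SD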;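 note: thallium influx through hERG after potassium depolarization seen as dye fluorescence rise; in these data hits start at about 4.7%; inactives centre near -7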
The depositor's hits bear a star; i = inactive; x = no result given. An excerpt (hit frequency here may not be typical).

SMILES | DYRK1A inh | KCNQ1 block | KCNQ1 act | PolyA inh | GSK3B inh | KCNK9 inh | KCNK3 inh | GSK3A inh | RGS4 pot | HDAC3 inh | hERG protect
COCCN1C(=O)N(c2cccc(C)c2)C(=O)C1CC(=O)Nc1cc(OC)cc(OC)c1 (stereo unspecified) | 2 | i | i | i | -4 | i | i | -3 | i | 4 | -4
Cc1ccc2nc(C(F)(F)F)c(C#N)c(N)c2c1 | 36 | i | i | i | -4 | i | i | 0 | i | 0 | -3
CC1CC(C)CN(C/C=C/c2ccccc2[N+](=O)[O-])C1 (stereo unspecified) | x | i | i | i | -4 | i | x | -3 | i | 3 | -11
CCOC(=O)c1csc(NC(=O)CN2CCN(C)CC2)n1 | -5 | i | i | i | 0 | i | i | -3 | i | -12 | -6
O=C(COc1ccc(-c2ccccc2)cc1)N1CCN(S(=O)(=O)Cc2ccccc2)CC1 | 4 | i | i | i | 6 | i | i | -2 | i | 4 | -12
Cc1ccc(S(=O)(=O)Nc2nc(C)c(C(=O)NN)s2)cc1 | 3 | i | i | i | 2 | i | i | -5 | i | 6 | -11
Cn1c(NC(=O)c2ccccc2F)c(-c2cccs2)c(=O)c2ccccc21 | 7 | i | i | i | 3 | i | i | 0 | i | -3 | -5
COc1ccc(-c2nc(CS(=O)CC(=O)NCc3ccc(C)cc3)c(C)o2)cc1OC (stereo unspecified) | x | i | i | i | 8 | i | i | -3 | i | -4 | -10
CCOC(=O)/C=C/c1ccc2c(c1)S(=O)(=O)N(c1cccc(OC)c1)[C@H]2CC(=O)OCC | x | i | i | i | -1 | i | i | 1 | i | 3 | -8
CN(CCCC(=O)NCc1ccc2c(c1)OCO2)S(=O)(=O)c1ccc([N+](=O)[O-])cc1 | 1 | i | i | i | 0 | i | i | -1 | i | -1 | -8
COc1ccc2c(c1)oc(=O)c1ccccc12 | 21 | i | i | i | -1 | i | i | 0 | i | -19 | -8
CCN(CC(=O)Nc1ccc2c(c1)OCCO2)C(=O)/C=C/c1cccc(OC)c1OC | 9 | i | i | i | 3 | i | i | -6 | i | 3 | -20
O=C(Nc1ccccc1)c1ccc(CSc2ccccn2)cc1 | 9 | i | i | i | -2 | i | i | x | i | 5 | -5
N#Cc1ccccc1OCC(=O)Nc1ccccc1C(=O)NC1CC1 | 3 | i | i | i | x | i | i | 0 | i | -7 | -3
O=C(COC(=O)c1cc2ccccc2cc1O)c1ccccc1 | -5 | i | i | i | -2 | i | i | 0 | i | 1 | -4
O=C(CONS(=O)(=O)c1ccc(Cl)cc1)NCCNc1ncc(C(F)(F)F)cc1Cl | 3 | i | i | i | 5 | i | i | 6 | i | 7 | -10
Fc1ccc(CNC(=S)NC2CCCCC2)cc1 | -6 | i | i | i | -1 | i | i | -3 | i | -5 | -8
COC(=O)c1c(NC(=O)COC(=O)c2ccccc2O)sc2c1CCCCC2 | -2 | i | i | i | 3 | i | i | x | i | 3 | -8
CCCNC(=O)N1CCN(S(=O)(=O)c2ccc(C)c(C)c2)CC1 | 7 | i | i | i | 2 | i | i | -2 | i | -4 | -3
CC(CC(=O)O)CC(=O)NNC(=O)c1cccc(Br)c1 (stereo unspecified) | 2 | i | i | i | -1 | i | i | 2 | i | 0 | -10
Cc1c(C(=O)N/N=C/C(C)C)[nH]c2c([N+](=O)[O-])cccc12 | 4 | i | i | i | 1 | i | i | 1 | i | 0 | -3
CN(C)S(=O)(=O)c1ccc(Cl)c(NC(=O)COC(=O)CCC(=O)c2cccs2)c1 | 1 | i | i | i | 3 | i | i | -2 | i | x | -9
COc1cc(NC(=S)NCCCO)c(OC)cc1Cl | -5 | i | i | i | -2 | i | i | 1 | i | 2 | -4
Cc1ccc(S(=O)(=O)Nc2nc3ccccc3nc2NCc2ccco2)cc1C | 8 | i | i | i | 3 | i | i | x | i | -14 | -8
CCN1C(=O)CSC1=Nc1ccc(OC)cc1 | 9 | i | i | i | 3 | i | i | -3 | i | -3 | -7

Following part
SMILES | DYRK1A inh | KCNQ1 block | KCNQ1 act | PolyA inh | GSK3B inh | KCNK9 inh | KCNK3 inh | GSK3A inh | RGS4 pot | HDAC3 inh | hERG protect
O=C(CCCCn1c(=O)[nH]c2ccccc2c1=O)NCc1ccc2c(c1)OCO2 | -4 | i | i | i | 1 | i | i | -2 | i | -1 | -1
CCC(C)c1ccc(NC(=O)Nc2cccnc2)cc1 (stereo unspecified) | -1 | i | i | i | 0 | i | -9.7* | 1 | i | 9 | -16
CC(=O)Nc1ccc(S(=O)(=O)NCC2CCC(C(=O)NCCCN(C)Cc3ccccc3)CC2)cc1 (stereo unspecified) | -1 | i | i | i | -3 | i | i | 0 | i | -10 | -7
CCOC(=O)c1cnn(-c2ncnc3c2cnn3C)c1N | -2 | i | i | i | 2 | i | i | 3 | i | 3 | 0
C/C(=N\NC(=O)C(O)c1ccccc1)c1ccc(Cl)cc1 (stereo unspecified) | -5 | i | i | i | 1 | i | i | 1 | i | -11 | -5
COc1ccc(CN2CC(=O)N(c3ccccc3C)C2=S)cc1OC | 2 | i | i | i | -2 | i | i | -2 | i | -1 | -7
Cc1ccc(/C=C2/C(=O)c3ccc(C(=O)O)cc3C2=O)o1 | 31 | i | i | i | 1 | i | i | x | i | x | -15
COc1cccc(N2CCN(c3ccc4nnc(CCC(=O)Nc5cccc(C(C)=O)c5)n4n3)CC2)c1 | -3 | i | i | i | 1 | i | i | 0 | i | 5 | -14
O=C(Oc1ccc2c3c(c(=O)oc2c1)CCC3)c1ccccc1[N+](=O)[O-] | x | i | i | i | 1 | i | x | -3 | i | -6 | -11
Cc1ccc(S(=O)(=O)N2CCC(=O)N(CCOCc3ccc(F)cc3)CC2)cc1 | 5 | i | i | i | 3 | i | i | -2 | i | 2 | -10
CCOc1ccc(S(=O)(=O)N(CC(=O)N2CCc3ccccc32)Cc2ccco2)cc1 | 1 | i | i | i | 3 | i | i | -1 | i | 6 | 0
CC/C(=N\NC(N)=O)c1ccc(OC)c(OC)c1 | x | i | i | i | -4 | i | i | 3 | i | 4 | -9
O=C(CN1C(=O)NC2(CCCC2)C1=O)OCCOc1ccc(Cl)cc1Cl | 1 | i | i | i | 2 | i | i | x | i | x | -9
COc1ccc(NCc2ccc([N+](=O)[O-])s2)cc1 | -4 | i | i | i | -2 | i | i | -2 | i | 12 | -4
Cc1ccc(O)c(NC(=S)NC(=O)COc2ccc(Br)cc2)c1 | 0 | i | 8* | i | -5 | i | i | -3 | i | -16 | 1
O=C(Nc1ccccc1N1CCN(C(=O)c2ccccc2)CC1)c1ccc(Br)o1 | 38 | i | i | i | -8 | i | i | 31 | -7.8* | 6 | -14
COc1cc(-c2cc(C(=O)NN3CCN(C)CC3)c3ccccc3n2)cc(OC)c1OC | x | i | i | i | 7 | i | x | -2 | i | -2 | -8
CC1CCCCC1NC(=O)CCCn1c(=S)[nH]c2ccccc2c1=O (stereo unspecified) | -3 | i | i | i | -1 | i | i | 2 | i | -1 | 4
CC(=O)c1cccc(N2C(=NC(=O)CCc3ccccc3)SC3CS(=O)(=O)CC32)c1 (stereo unspecified) | -6 | i | i | i | -5 | i | i | 8 | i | 6 | -5
CCCOc1ccc(C(=O)N2CCN(c3ccc(N)cc3Cl)CC2)cc1 | 0 | i | i | i | 3 | i | i | -1 | i | -5 | -7
Cc1cccc(/C(N)=N/OC(=O)N2CCOCC2)c1 | x | i | i | i | 0 | i | i | -1 | i | 2 | 0
Cc1cc(C)n2nc(C(=O)OCC(=O)Nc3ccc(F)cc3F)nc2n1 | 1 | i | i | i | -1 | i | i | -1 | i | 1 | -9
CC(=O)NCCC(=O)N1CCCC(C(=O)c2ccc3c4c(cccc24)CC3)C1 (stereo unspecified) | 4 | i | i | i | 1 | i | i | -1 | i | -10 | -12
CCCNC(=O)c1cn(CC)c2cc(N3CCN(C)CC3)c(F)cc2c1=O | 6 | i | i | i | -3 | i | i | -1 | i | -14 | -4
CN1CCN(C(=O)/C=C/c2c(F)cccc2Cl)CC1 | 4 | i | i | i | 1 | i | i | -2 | i | -1 | -11
NC(=O)CSc1ccc(F)cc1 | -7 | i | i | i | 3 | i | i | 1 | i | -2 | -9
COc1ccc(-c2cc(C(=O)Nc3ccc(C(N)=O)cc3)c3ccccc3n2)cc1 | 0 | i | i | i | -2 | i | i | -3 | i | -29 | -3
COc1ccccc1N1CCN(C(=O)c2ccc3c(c2)NC(=O)C(CSCc2ccccc2C)N3)CC1 (stereo unspecified) | x | i | i | i | 1 | i | x | -2 | i | 3 | -8
CCCN(C(=O)COC(=O)C12CCC(=O)N1c1ccccc1S2)c1c(N)n(Cc2ccccc2)c(=O)[nH]c1=O (stereo unspecified) | -5 | i | i | i | 2 | i | i | -2 | i | x | -3
COc1ccc(Cl)cc1NC(=O)Nc1cn(C)nc1C | 9 | i | i | i | 0 | i | i | -2 | i | -1 | -5

Ordered by molar mass (lowest first): 7 of the compounds above
SMILES | DYRK1A inh | KCNQ1 block | KCNQ1 act | PolyA inh | GSK3B inh | KCNK9 inh | KCNK3 inh | GSK3A inh | RGS4 pot | HDAC3 inh | hERG protect
COc1ccc(NCc2ccc([N+](=O)[O-])s2)cc1 | -4 | i | i | i | -2 | i | i | -2 | i | 12 | -4
CC1CCCCC1NC(=O)CCCn1c(=S)[nH]c2ccccc2c1=O (stereo unspecified) | -3 | i | i | i | -1 | i | i | 2 | i | -1 | 4
Cc1cc(C)n2nc(C(=O)OCC(=O)Nc3ccc(F)cc3F)nc2n1 | 1 | i | i | i | -1 | i | i | -1 | i | 1 | -9
CCCOc1ccc(C(=O)N2CCN(c3ccc(N)cc3Cl)CC2)cc1 | 0 | i | i | i | 3 | i | i | -1 | i | -5 | -7
CC(=O)NCCC(=O)N1CCCC(C(=O)c2ccc3c4c(cccc24)CC3)C1 (stereo unspecified) | 4 | i | i | i | 1 | i | i | -1 | i | -10 | -12
COc1cccc(N2CCN(c3ccc4nnc(CCC(=O)Nc5cccc(C(C)=O)c5)n4n3)CC2)c1 | -3 | i | i | i | 1 | i | i | 0 | i | 5 | -14
CCCN(C(=O)COC(=O)C12CCC(=O)N1c1ccccc1S2)c1c(N)n(Cc2ccccc2)c(=O)[nH]c1=O (stereo unspecified) | -5 | i | i | i | 2 | i | i | -2 | i | x | -3
